NadD inh – inhibitors of Staphylococcus aureus NadD; hit rate 0.78% among 360,000; AID 602399; inhibition, % at 20 µM; purified NadD enzyme, colorimetric absorbance read-out; in the data active = inhibition above about 26%; also: some compounds past the cut are filed as inactive
Scp1 inh – Scp-1 (human) phosphatase inhibition; AID 493091; hit rate 0.88% among 340,000; inhibition, % at 20 µM; Q9GZU7; Recombinant Scp1, phosphopeptide, malachite green phosphate absorbance;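 active = inhibition above about 50% at 20 µM, limit read from the data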;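 also: plate controls were DMSO wells with enzyme for no effect and wells lacking enzyme for full effect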
Target sequence (Q9GZU7 76-261 limits assumed): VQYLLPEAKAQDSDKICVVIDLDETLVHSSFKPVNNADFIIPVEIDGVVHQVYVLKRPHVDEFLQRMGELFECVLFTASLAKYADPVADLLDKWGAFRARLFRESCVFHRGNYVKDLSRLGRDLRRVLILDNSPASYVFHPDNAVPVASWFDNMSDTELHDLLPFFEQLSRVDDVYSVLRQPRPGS
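Times: enzyme reaction 45 min at room temperature, colour 5 min, stabilisation 30 min. Material: SCP-1 catalytic fragment, aa 76-261. Medium: Acidic Tris acetate buffer with magnesium and detergent. Signal: colorimetric free-phosphate detection, absorbance 630 nm. Read-out basis: % inhibition of SCP-1 phosphate liberation. Reagent: Phosphorylated 17-residue peptide substrate.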
LMPTP block – LMPTP (human) inhibition | P24666 | recombinant LMPTP-A, OMFP fluorogenic substrate, fluorescence intensity | inhibition, % at 20 µM | hit rate 0.22% among 360,000;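 active = compounds that cut the enzyme signal by at least half of the control window in the single-dose screen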;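 also: plate controls were DMSO wells with enzyme plus substrate for no effect and substrate without enzyme for full effect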
Target sequence (P24666 whole entry, looked up): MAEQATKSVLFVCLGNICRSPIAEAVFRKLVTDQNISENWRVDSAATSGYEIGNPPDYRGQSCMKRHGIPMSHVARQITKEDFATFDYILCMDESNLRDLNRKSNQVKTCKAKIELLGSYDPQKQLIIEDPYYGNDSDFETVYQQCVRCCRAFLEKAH
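Material: LMPTP-A; amount: 0.625 nM enzyme; doses: single 20 µM dose; times: reaction 50 min, room temperature, dark; technique: fluorescence intensity of OMFP turnover product; benchmarks: no-enzyme and uninhibited controls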
DNMT1 block – blocks human DNA methyltransferase DNMT1; DNMT1 molecular beacon, Hinp1I cleavage, fluorescence; inhibition (reported as % activation of signal), % at 10 µM; hit rate 0.83% among 360,000; in the data active = inhibition above about 50%
SUMO1-SIM PPI – modulators of human SUMO1-mediated protein-protein interactions; AID 602429; inhibition, % at 20 µM; SUMO1 binding to a labelled peptide, TR-FRET, 1 h; hit rate 0.33% among 360,000; in the data active = inhibition above about 37%
CSN inh – inhibitors of human CSN-mediated cullin deneddylation; Purified CSN, SCF-Nedd8-OG deneddylation, fluorescence polarization; inhibition, % at 12.5 µM; Q92905; hit rate 0.38% among 360,000;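 active = pattern-corrected inhibition above about 35%, with an unprinted fluorescence ratio check between 0.5 and 1.5, limit read from the data, passing the limit was not always enough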;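 also: 0% = enzyme with substrate and 100% = substrate without enzyme; some results filed as inactive read as strong as hits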
Target sequence (Q92905 whole entry, looked up, one chain of several): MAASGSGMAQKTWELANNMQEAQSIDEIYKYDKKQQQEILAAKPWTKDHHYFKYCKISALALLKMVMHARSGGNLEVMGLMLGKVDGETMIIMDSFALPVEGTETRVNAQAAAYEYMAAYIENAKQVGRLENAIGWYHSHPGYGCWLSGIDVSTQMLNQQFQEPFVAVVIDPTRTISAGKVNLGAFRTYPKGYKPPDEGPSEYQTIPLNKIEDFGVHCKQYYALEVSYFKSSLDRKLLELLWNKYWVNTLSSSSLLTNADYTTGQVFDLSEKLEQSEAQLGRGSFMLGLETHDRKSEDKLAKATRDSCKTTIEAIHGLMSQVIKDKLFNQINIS
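Material: purified human Csn5 enzyme expressed in HEK293T cells / Medium: Tris buffer pH 7.5, NaCl, DTT, Tween-20, trehalose, ovalbumin / Compound dosing: 12.5 µM single point / Schedule: 90 min incubation of compound, enzyme and substrate at room temperature / Signal: fluorescence polarization of the substrate / Control set: no-enzyme wells high, enzyme-with-substrate wells low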
PABP1 MLLE inh – inhibitors of microRNA-mediated deadenylation, human PABP1 MLLE binding; P11940; GST-MLLE / FITC-PAM2 fluorescence polarization; inhibition, % at 20 µM; hit rate 0.36% among 360,000; AID 588489; in the data active = inhibition above about 35%, passing the limit was not always enough;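 also: plate controls were DMSO wells with GST-MLLE for no effect and wells lacking GST-MLLE protein for full effect; some results filed as inactive read as strong as hits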
TbMetRS inhib – Trypanosoma brucei MetRS inhibition; hit rate 0.4% among 360,000; purified T. brucei MetRS, ATP depletion, Kinase-Glo luminescence; AID 624268; inhibition, % at 11.9 µM;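 active = inhibition above a per-plate cutoff of the control wells' mean inhibition plus 3 SD, cut at about 5.5% in these data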;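 also: 0% = DMSO wells median and 100% = median of wells with control inhibitor compound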
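Assay system: T. brucei methionyl-tRNA synthetase, purified | Medium: HEPES buffer with MgCl2, KCl, DTT, spermine, BSA, pyrophosphatase | Compound: 11.9 µM single point | Incubation: 15 min enzyme-compound preincubation, 2 h reaction, 10 min detection, 25 °C | Measured by: Kinase-Glo luciferase luminescence reporting remaining unconsumed ATP | Measure: % inhibition normalized to control-well medians | Replication: Singlicate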
STEP block – inhibitors of human striatal-enriched phosphatase STEP. P54829. hit rate 0.25% among 360,000. recombinant STEP, OMFP fluorogenic substrate, fluorescence. inhibition, % at 20 µM;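 active = inhibition at 20 µM, scaled per plate between control wells, above about 37%, limit read from the data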;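 also: 0% = DMSO with enzyme and substrate and 100% = substrate only without enzyme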
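Assay system: isolated STEP enzyme / Timing: 20 min at room temperature, dark / Doses: 20 µM, 1% DMSO / Technique: fluorescence intensity, excitation 480 nm, emission 540 nm / Reagent: fluorogenic phosphatase substrate OMFP at 25 µM final / Measure: percent inhibition scaled to no-enzyme and uninhibited-enzyme controls, plate-pattern corrected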
Rpn11 inh – blocks the human proteasome subunit Rpn11; O00487; human 26S proteasome, Ub4-pepOG fluorescence polarization; 20S core pre-blocked with epoxomicin; calls only at 20 µM; hit rate 0.59% among 360,000; AID 588493;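 active = inhibition at 20 µM, scaled to each plate's controls, above about 33%, limit read from the data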
Target sequence (O00487 whole entry, looked up): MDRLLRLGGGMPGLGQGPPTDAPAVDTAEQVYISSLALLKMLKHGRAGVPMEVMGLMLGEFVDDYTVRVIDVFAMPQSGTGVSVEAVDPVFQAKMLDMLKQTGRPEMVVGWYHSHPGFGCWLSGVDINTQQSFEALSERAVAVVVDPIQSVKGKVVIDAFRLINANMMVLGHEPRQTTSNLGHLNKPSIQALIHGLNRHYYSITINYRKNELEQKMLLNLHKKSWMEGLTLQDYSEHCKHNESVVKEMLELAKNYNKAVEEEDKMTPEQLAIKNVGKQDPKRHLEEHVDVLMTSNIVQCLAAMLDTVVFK
Active calls of the source: *; i = inactive; x = not tested or not shown.

Order of values: NadD inh | Scp1 inh | LMPTP block | DNMT1 block | SUMO1-SIM PPI | CSN inh | PABP1 MLLE inh | TbMetRS inhib | STEP block | Rpn11 inh
> CCn1cc(CCC(=O)NCCN2CCOCC2)c2ccccc21
 : -4 | -6 | -2.1 | 0 | -2 | -4 | 21 | 0.2 | -3 | i
> COc1ccc(C(=O)CN2C(=O)c3ccccc3S2(=O)=O)cc1
 : -4 | -15 | 0.0 | 0 | 0 | 0 | 4 | 0.7 | 2 | i
> Cc1cc(C)cc(OC(C)C(=O)Nc2ccc3c(c2)n(C)c(=O)n3C)c1 (stereo not drawn)
 : 6 | 11 | -1.8 | 4 | 3 | -1 | -58 | -1.3 | -1 | i
> CCCC1C(=O)N2C(N(C)C)=Nc3ccc(C)cc3N2C1=O (stereo not drawn)
 : 6 | -17 | -0.9 | -7 | -30 | -2 | 12 | -0.5 | 0 | i
> Cc1cc(C(=O)N/N=C/c2cc(Br)c(Br)o2)n[nH]1
 : 0 | 46 | 7.0 | 64* | -3 | 16 | -3 | 0.3 | 18 | i
> COCCCN(C(=O)Cc1coc2cc(C)c(C)cc12)c1c(N)n(Cc2ccccc2)c(=O)[nH]c1=O
 : -1 | -5 | 1.7 | -3 | -1 | -4 | 9 | -0.2 | -1 | i
> COc1ccc(Cl)cc1Cn1c(C)c(C(=O)NCc2cccc([N+](=O)[O-])c2)sc1=O
 : -3 | x | 3.0 | -12 | -7 | -2 | -7 | 0.1 | -1 | i
> COc1ccc(S(=O)(=O)N(C)C[C@@H]2OCc3cnnn3CCCC(=O)N([C@@H](C)CO)C[C@@H]2C)cc1
 : -3 | x | -1.2 | 5 | -2 | 1 | -7 | -2.1 | -2 | i
> CC(=O)N1c2ccc(S(=O)(=O)N3CCC(C(=O)Nc4cccc(Cl)c4)CC3)cc2CC1C (stereo not drawn)
 : 8 | -4 | 0.3 | -4 | 1 | -1 | -2 | 0.4 | 2 | i
> CC(=O)c1ccc(-c2cccc(-c3cc(=O)oc4ccc(C(C)(C)C)cc34)c2)cc1
 : 4 | -1 | 5.4 | 0 | 6 | -2 | 3 | -0.3 | 2 | i
> O=C(Cn1cnc2c(nnn2-c2cccc(F)c2)c1=O)Nc1ccc2c(c1)OCCO2
 : -2 | -10 | 1.0 | 5 | 5 | 4 | -5 | -0.3 | -1 | i
> O=C(NCc1ccc2c(c1)OCO2)c1ccc(CSCc2ccc(Cl)cc2)o1
 : -3 | -15 | 4.3 | -1 | 3 | -3 | -5 | -0.7 | 0 | i
> CCn1c2ccccc2c2cc(NC(=O)CSc3nnc(-c4ccccc4)o3)ccc21
 : 16 | -1 | 2.4 | -7 | -5 | 3 | -22 | -0.8 | 2 | i
> O=C1OCCOC2CCCc3oc(-c4ccccc4)c1c32 (stereo not drawn)
 : -7 | x | 0.4 | x | -6 | -4 | x | 0.0 | x | x
> CSCCC(NC(=O)c1ccco1)C(=O)NCC1CCCCC1 (stereo not drawn)
 : -3 | 3 | 1.2 | 0 | 0 | -4 | -12 | -0.1 | -2 | i
> CCN(C(=O)COC(=O)CSc1ccccc1)c1c(N)n(Cc2ccccc2)c(=O)[nH]c1=O
 : 4 | -4 | 0.3 | 0 | 4 | -4 | 6 | -0.2 | -1 | i
> CNc1ccc2ncc(-c3ccccc3C(C)=O)n2n1
 : -4 | x | 0.3 | 6 | -2 | -1 | -3 | 0.1 | -3 | i
> O=C(Nc1cccc2c1C(=O)NC2=O)c1cccnc1Cl
 : 0 | 4 | -2.9 | 4 | -10 | 3 | -2 | -0.2 | -2 | i
> COc1ccc(C(=O)CC(=O)C(=O)Nc2cccc(C(C)=O)c2)cc1
 : -1 | -22 | 1.8 | 2 | -9 | 4 | 2 | -0.1 | -3 | i
> COc1cccc(OC)c1NC(=O)Cn1nc(-c2ccc3c(c2)OCCO3)ccc1=O
 : 0 | -5 | 0.4 | -3 | -21 | 6 | -6 | -0.1 | 0 | i
> O=C(c1ccco1)N1CCN(S(=O)(=O)/C=C/c2ccccc2)CC1
 : -2 | -13 | -1.4 | 2 | 0 | 3 | -10 | -0.2 | -2 | i
> CC1CCCN(C2=C(NS(=O)(=O)c3ccc(Br)cc3)C(=O)c3ccccc3C2=O)C1 (stereo not drawn)
 : 8 | 0 | 4.5 | -8 | -33 | 0 | 11 | -0.1 | 2 | i
> CC(=O)Nc1ccc(NC(C)=O)s1
 : 7 | -2 | 0.3 | 6 | -3 | -7 | 21 | -0.1 | 1 | i
> CC(=O)Nc1cc(=O)c2cccnc2[nH]1
 : 2 | 82* | 64* | 63* | 31 | 6 | -4 | -0.2 | 10 | i
> Cc1cc(C)n(-c2ccc(C(=O)Nc3ccc4c(c3)OCO4)cc2)n1
 : 2 | 28 | -1.2 | -3 | 1 | -2 | 2 | -0.3 | -2 | i
> COc1ccc(C)cc1NC(=O)C(NCC1CCCO1)c1ccccc1 (stereo not drawn)
 : -1 | -2 | -0.5 | 3 | -2 | -2 | 5 | -0.6 | -3 | i
> C[C@@]12C(=O)N(Cc3ccccc3)CC(=O)N1[C@H]1c3cc(Cl)ccc3OC[C@@H]1[C@@H]2c1ccccc1
 : 8 | -14 | 2.4 | -11 | 1 | -9 | 17 | -0.1 | 0 | i
> c1ccc(-c2csc(=Nc3cccnc3)n2CC2CCCO2)cc1 (stereo not drawn)
 : 1 | 0 | 0.8 | 3 | -3 | -2 | -1 | 0.3 | 4 | i
> NC(CSC1(c2ccccc2)c2ccccc2-c2ccccc21)C(=O)O (stereo not drawn)
 : 28 | 2 | 1.8 | 38 | 6 | 3 | 9 | -0.1 | 10 | i
> Cc1ccc(OCC(=O)NNC(=O)c2cc3ccccc3o2)cc1
 : 3 | 36 | 33 | 7 | 4 | -4 | -1 | 0.1 | 8 | i
> CCc1ccc2c(c1)C(c1ccncc1)=NNC(c1ccccc1)=N2
 : 0 | -3 | -2.5 | 1 | 4 | 1 | 11 | -0.4 | -3 | i
> Cc1ccc(NC(=O)COC(=O)[C@@H]2CC(O)CN2S(=O)(=O)c2ccc3c(c2)OCCO3)cc1 (stereo partly drawn)
 : -6 | -7 | 0.3 | 0 | 1 | -5 | -1 | -0.2 | 2 | i
> O=C(NN=Cc1cccc([N+](=O)[O-])c1)c1cccc2ccccc12
 : 2 | 7 | 0.6 | 12 | -4 | 2 | 0 | -0.3 | -1 | i
> O=C(NC(=S)NCCCN1CCOCC1)c1cccc2ccccc12
 : -5 | 0 | -0.5 | 9 | -5 | -4 | 11 | -1.1 | -2 | i
> COc1ccc(N2CCN(C(=S)Nc3cccc(OC)c3)CC2)cc1
 : -2 | -6 | 6.8 | 1 | 2 | 3 | -114 | 0.5 | 2 | i
> COc1ccc(NC(=O)Nc2ccccc2F)c(C)c1
 : 2 | -1 | -0.3 | 2 | 3 | 2 | -2 | -0.3 | -3 | i
> O=C(CN1CCC(NC(=O)Cc2ccccc2)CC1)Nc1ccccc1Br
 : -3 | -6 | 0.3 | -3 | -2 | 4 | -4 | -0.5 | 1 | i
> Cc1ccc(C(=O)N/C(=C/c2cccs2)C(=O)NCCCn2ccnc2)cc1
 : -4 | -8 | -4.3 | 5 | -7 | -1 | -6 | 0.2 | -3 | i
> Cc1ccc(NC(=O)CCCn2c(=S)[nH]c3ccsc3c2=O)cc1C
 : 6 | -9 | 5.4 | -2 | 3 | 0 | -15 | 0.3 | 0 | i
> O=S1(=O)CC(N2CCC(Cc3ccccc3)CC2)CN1C1CCCCC1 (stereo not drawn)
 : 0 | x | 0.2 | 8 | 3 | 0 | 6 | -0.2 | 0 | i
> Cc1ccc(CNC(=O)C2CCCN2C(=O)Nc2cccc(Cl)c2)cc1 (stereo not drawn)
 : 2 | -4 | 0.7 | 2 | 4 | 0 | 4 | 0.2 | -2 | i
> Fc1ccc(/C=N\Nc2cccc(F)c2)cc1
 : 5 | 0 | -0.3 | 1 | 4 | 1 | -8 | 1.5 | -1 | i
> O=C(Oc1cccc2cccnc12)c1cccs1
 : -2 | 6 | 1.0 | 6 | -4 | 0 | -2 | -3.0 | -7 | i
> Cc1noc(C)c1CSCC(=O)Nc1cc(C(F)(F)F)ccc1N1CCOCC1
 : -12 | -4 | -0.1 | 1 | -2 | 2 | -28 | -0.4 | -1 | i
> NC(=O)c1ccc(C(=O)N/N=C(/Cc2ccccc2)c2ccccc2)cc1
 : -2 | 0 | -0.6 | 1 | -1 | 5 | -1 | -0.2 | -2 | i

Of the compounds above, these contain a Cl atom:
Order of values: NadD inh | Scp1 inh | LMPTP block | DNMT1 block | SUMO1-SIM PPI | CSN inh | PABP1 MLLE inh | TbMetRS inhib | STEP block | Rpn11 inh
> COc1ccc(Cl)cc1Cn1c(C)c(C(=O)NCc2cccc([N+](=O)[O-])c2)sc1=O
 : -3 | x | 3.0 | -12 | -7 | -2 | -7 | 0.1 | -1 | i
> CC(=O)N1c2ccc(S(=O)(=O)N3CCC(C(=O)Nc4cccc(Cl)c4)CC3)cc2CC1C (stereo not drawn)
 : 8 | -4 | 0.3 | -4 | 1 | -1 | -2 | 0.4 | 2 | i
> O=C(NCc1ccc2c(c1)OCO2)c1ccc(CSCc2ccc(Cl)cc2)o1
 : -3 | -15 | 4.3 | -1 | 3 | -3 | -5 | -0.7 | 0 | i
> O=C(Nc1cccc2c1C(=O)NC2=O)c1cccnc1Cl
 : 0 | 4 | -2.9 | 4 | -10 | 3 | -2 | -0.2 | -2 | i
> C[C@@]12C(=O)N(Cc3ccccc3)CC(=O)N1[C@H]1c3cc(Cl)ccc3OC[C@@H]1[C@@H]2c1ccccc1
 : 8 | -14 | 2.4 | -11 | 1 | -9 | 17 | -0.1 | 0 | i
> Cc1ccc(CNC(=O)C2CCCN2C(=O)Nc2cccc(Cl)c2)cc1 (stereo not drawn)
 : 2 | -4 | 0.7 | 2 | 4 | 0 | 4 | 0.2 | -2 | i
